NSD2 HMT inh: NSD2 histone methyltransferase inhibitors, primary screen, biochemical, AlphaScreen, single concentration, set 2; Histone-lysine N-methyltransferase NSD2 (Homo sapiens), O96028; NSD2 peptide methylation, 120 min; inhibition, % at 12.5 µM; actives 0.54% (n = 310,000); AID 743445, 2014; in the data active = inhibition above about 50%
DAGLB inhibitor: DAGLB lipase inhibitors, primary screen, biochemical, fluorescence, HTS; actives 0.059% (n = 340,000); inhibition, % at 5.17 µM; HEK293T DAGLB membrane lysate, EnzChek fluorogenic substrate; AID 504411, 2011; Diacylglycerol lipase-beta (Homo sapiens), Q8NCG7; in the data active = inhibition above about 34%;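 also: 0% = enzyme with vehicle and 100% = wells lacking enzyme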
SR-BI HDL uptake: inhibitors of SR-BI mediated HDL lipid uptake, primary screen, ldlA[mSR-BI] cells, fluorescence, single point. inhibition, % at 12.5 µM. AID 488896, 2010. ldlA[mSR-BI] CHO cells, DiI-HDL uptake fluorescence, 3 h. Scavenger receptor class B member 1 (Mus musculus), Q61009. actives 0.96% (n = 320,000);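 active = mean replicate inhibition of at least 70% and a set share of replicates each scoring 70 or more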;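 also: 0% = median of neutral control wells and 100% = median of positive control wells; values of inactives mirror those of a sister screen read the other way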
Keap1-Nrf2 PPI: Keap1-Nrf2 protein-protein interaction inhibitors, primary screen, biochemical, fluorescence polarization, single point | Kelch-like ECH-associated protein 1 (Homo sapiens), Q14145 | Keap1 Kelch-Nrf2 peptide fluorescence polarization, 1536-well | inhibition, % at 9.4 µM | actives 0.15% (n = 340,000); in the data active = inhibition above about 12%;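 also: human Keap1 Kelch domain with fluorescein labeled Nrf2 9mer peptide probe; 0% = neutral control wells and 100% = peptide positive control; higher means more block of Keap1 binding to Nrf2 peptide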
Target sequence (Q14145 whole entry, looked up, the tested form may be a part): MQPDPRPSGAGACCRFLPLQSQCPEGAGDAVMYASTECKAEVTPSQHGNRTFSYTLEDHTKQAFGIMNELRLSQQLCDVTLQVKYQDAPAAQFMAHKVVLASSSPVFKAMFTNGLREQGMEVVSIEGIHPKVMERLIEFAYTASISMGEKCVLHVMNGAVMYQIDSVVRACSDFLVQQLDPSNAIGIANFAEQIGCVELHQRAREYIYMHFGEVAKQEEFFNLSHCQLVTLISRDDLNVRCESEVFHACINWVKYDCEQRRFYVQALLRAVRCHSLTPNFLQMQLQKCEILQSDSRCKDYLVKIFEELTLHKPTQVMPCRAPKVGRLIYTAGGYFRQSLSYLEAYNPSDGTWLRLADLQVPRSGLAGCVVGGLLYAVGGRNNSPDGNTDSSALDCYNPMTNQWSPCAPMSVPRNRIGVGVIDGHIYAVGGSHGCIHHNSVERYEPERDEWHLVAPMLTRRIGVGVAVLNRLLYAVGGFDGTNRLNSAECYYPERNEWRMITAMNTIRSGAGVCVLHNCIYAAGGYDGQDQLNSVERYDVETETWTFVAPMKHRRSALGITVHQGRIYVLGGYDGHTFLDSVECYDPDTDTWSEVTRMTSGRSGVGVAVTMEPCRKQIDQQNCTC
RTF Ca sens inh: cardiac RTF calcium sensitivity inhibitors, primary screen, biochemical, IANBD-TnC fluorescence, EC70 calcium; IANBD-labeled cardiac RTF, Ca2+ fluorescence; Troponin I, cardiac muscle (Homo sapiens) + Troponin T, cardiac muscle (Homo sapiens) + …; actives 0.12% (n = 340,000); inhibition, % at 7.15 µM;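 active = inhibition above the mean inhibition of all tested compounds plus 3 SD, cut at about 17% in these data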;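 also: assay run at fixed EC70 calcium of 1.6 mM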
SR-BI DiI-HDL act: activators of SR-BI mediated DiI-HDL uptake, primary screen, ldlA[mSR-BI] CHO cells, DiI fluorescence; actives 0.096% (n = 320,000); activation, % at 12.5 µM; 3 h; 100 = double the neutral-control signal;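 active = mean replicate activation of at least 60% and every replicate at or above 60%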;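 also: 0% = median plate neutral-control signal and 100% = twice that signal; values of inactives mirror those of a sister screen read the other way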
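Test system: SR-BI-overexpressing, LDLR-lacking CHO cells; Medium: Ham's F12 with 0.5% BSA, HEPES 25 mM, pH 7.4; Schedule: 3 h, 37 °C; Technique: bottom-read fluorescence, 550/595 nm.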
Arrestin-AP2 inh: inhibitors of beta-arrestin/AP2 binding, primary screen, biochemical, GPCR trafficking, flow cytometry; beta-arrestin 1 C-terminal peptide binding to AP2 beta2-adaptin appendage (human); FITC-arrestin peptide / GST-AP2 beads; AP2 beta2 appendage carries R879A mutation; inhibition, % at 10 µM; actives 0.31% (n = 340,000); AID 504490, 2011;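 active = inhibition above a set limit, near 3 SD of compounds lacking own fluorescence, cut at about 54% in these data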;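 also: plate controls were DMSO wells for no effect and 5 µM unlabelled arrestin peptide for full effect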
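System: GST-AP2 R879A glutathione beads | Also added: FITC-arrestin peptide, 50 nM | Times: 12 min plus 1 h, RT | Signal: Bead flow cytometry, FITC channel | Buffer or medium: PBS with 0.05% Tween 20 and 0.1% BSA | Read-out basis: Percent drop in bead-associated FITC signal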
PvdQ inh: P. aeruginosa PvdQ acylase inhibitors, primary screen, biochemical, fluorescence, plate reader and imaging, single point; AID 488965, 2010; purified PvdQ acylase; actives 0.063% (n = 340,000); PvdQ acylase [Pseudomonas aeruginosa LESB58]; inhibition, % at 10 µM; in the data active = inhibition above about 30%, passing the limit was not always enough;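 also: 0% = vehicle neutral wells and 100% = reference inhibitor wells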
LANA DNA inh: inhibitors of KSHV C-LANA binding to DNA, primary screen, biochemical, fluorescence polarization, FAM-LBS DNA, MBP-C-LANA, single point | actives 0.078% (n = 340,000) | inhibition, % at 9 µM | Kaposi's sarcoma herpesvirus LANA C-terminal domain (residues 932-1162) DNA binding;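 active = highest replicate inhibition at or above 60% at 9 µM, even if other replicates fall short; inactive = all replicates below 60% inhibition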;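 also: 0% = neutral control wells and 100% = 4 µM acridine orange control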
PKA-R2B act: activators of PKA-R2B holoenzyme, primary screen, biochemical, fluorescence polarization, Cy5-IP20, human | cAMP-dependent protein kinase catalytic subunit beta (Homo sapiens) + cAMP-dependent … | PKA-R2B holoenzyme dissociation; R2B truncated from residue 108, S112A mutant; 0% DMSO only, 100% 113 µM cGMP | activation, % at 11.4 µM | actives 0.079% (n = 340,000) | AID 504700, 2011;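 active = activation above a cutoff set at the mean over all compounds plus 3 SD, cut at about 18% in these data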;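 also: higher means more holoenzyme dissociation and a rise in polarization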
Target sequence (P31323 whole entry, looked up, other chains not shown, the tested form may be a part): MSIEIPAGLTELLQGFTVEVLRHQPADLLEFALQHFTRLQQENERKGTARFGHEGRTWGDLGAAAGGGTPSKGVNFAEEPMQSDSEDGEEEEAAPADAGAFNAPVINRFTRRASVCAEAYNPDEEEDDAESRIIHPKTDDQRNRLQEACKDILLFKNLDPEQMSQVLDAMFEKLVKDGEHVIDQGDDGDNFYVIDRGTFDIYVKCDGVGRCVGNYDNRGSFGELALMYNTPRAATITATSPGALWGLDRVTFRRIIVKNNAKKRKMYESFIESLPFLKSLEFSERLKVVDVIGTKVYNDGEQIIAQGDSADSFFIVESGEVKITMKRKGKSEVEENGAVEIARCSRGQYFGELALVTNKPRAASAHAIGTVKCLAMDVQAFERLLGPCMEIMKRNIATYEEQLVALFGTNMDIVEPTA
An asterisk follows results filed as active. Compounds were not picked by outcome. About 2.1% of those tested had a hit in this group.

Results for CC(NO)C(C)(C)NO (configuration not stated) ?
NSD2 HMT inh: -0.5; DAGLB inhibitor: -0.1; SR-BI HDL uptake: -9.2; Keap1-Nrf2 PPI: -1.2; RTF Ca sens inh: -2.9; SR-BI DiI-HDL act: 9.2; Arrestin-AP2 inh: 1.8; PvdQ inh: -16.8; LANA DNA inh: -3.1; PKA-R2B act: -1.8

What do the screens show for `O=C(NC(=S)NCc1cccnc1)c1ccccc1[N+](=O)[O-]`?
NSD2 HMT inh: -1.1; DAGLB inhibitor: -0.5; SR-BI HDL uptake: -13.6; Keap1-Nrf2 PPI: -6.9; RTF Ca sens inh: -4.3; SR-BI DiI-HDL act: 13.6; Arrestin-AP2 inh: -1.7; PvdQ inh: -12.9; LANA DNA inh: -0.5; PKA-R2B act: -3.8

How did COc1ccc(CNC(=O)C[C@H]2C[C@H](C(=O)N(C(C)C)C(C)C)[C@@]3(C)c4[nH]c5cc(CCC(=O)N(C)C)ccc5c4CCN3C2=O)cc1OC do in these assays?
DAGLB inhibitor: 0.3; SR-BI HDL uptake: 0.3; Keap1-Nrf2 PPI: 7.2; RTF Ca sens inh: -0.9; SR-BI DiI-HDL act: -0.3; Arrestin-AP2 inh: 4.2; PvdQ inh: 0.9; LANA DNA inh: -0.1; PKA-R2B act: -0.8

Results for CC1CCN(C(=O)C2c3ccccc3C(=O)N3CCc4ccccc4C23)CC1 (configuration not stated) ?
NSD2 HMT inh: 5.5; DAGLB inhibitor: 2.6; SR-BI HDL uptake: 14.0; Keap1-Nrf2 PPI: -3.0; RTF Ca sens inh: -0.8; SR-BI DiI-HDL act: -14.0; Arrestin-AP2 inh: -1.2; PvdQ inh: -5.4; LANA DNA inh: -0.9; PKA-R2B act: -4.8

What do the screens show for `Cc1ccc(OCCN2C(=O)c3ccccc3C2=O)c(C)c1`?
NSD2 HMT inh: -2.5; DAGLB inhibitor: -14.1; SR-BI HDL uptake: -12.0; Keap1-Nrf2 PPI: -5.9; RTF Ca sens inh: 1.9; SR-BI DiI-HDL act: 12.0; Arrestin-AP2 inh: -6.5; PvdQ inh: -9.2; LANA DNA inh: 1.1; PKA-R2B act: -6.9

What do the screens show for `CC(=O)N1c2ccc(S(=O)(=O)N3CCCC3C(=O)NCc3ccccc3Cl)cc2CC1C` (configuration not stated)?
DAGLB inhibitor: -3.6; SR-BI HDL uptake: 12.0; Keap1-Nrf2 PPI: -5.3; RTF Ca sens inh: -7.0; SR-BI DiI-HDL act: -12.0; Arrestin-AP2 inh: 8.3; PvdQ inh: -13.3; LANA DNA inh: -1.8; PKA-R2B act: -2.7

Results for C=CCNC(=O)c1onc(CS(=O)(=O)c2cc(C)cc(C)c2)c1C(=O)NCC=C ?
DAGLB inhibitor: -0.3; SR-BI HDL uptake: -3.5; Keap1-Nrf2 PPI: -3.4; RTF Ca sens inh: 1.4; SR-BI DiI-HDL act: 3.5; Arrestin-AP2 inh: 4.9; PvdQ inh: -6.1; LANA DNA inh: 1.4; PKA-R2B act: -20.3

What do the screens show for `O=C(O)c1nn(-c2ccccc2)ccc1=O`?
NSD2 HMT inh: 4.4; DAGLB inhibitor: 2.6; SR-BI HDL uptake: -11.9; Keap1-Nrf2 PPI: -1.5; RTF Ca sens inh: -4.3; SR-BI DiI-HDL act: 11.9; Arrestin-AP2 inh: -2.1; PvdQ inh: -11.5; LANA DNA inh: 2.3; PKA-R2B act: 4.7

Results for Cc1ccc(SCCC(=O)OCC(=O)NCC2CCCCC2)cc1 ?
NSD2 HMT inh: -2.5; DAGLB inhibitor: -6.9; SR-BI HDL uptake: -6.1; Keap1-Nrf2 PPI: -5.8; RTF Ca sens inh: -4.4; SR-BI DiI-HDL act: 6.1; Arrestin-AP2 inh: -2.4; PvdQ inh: 14.2; LANA DNA inh: 0.6; PKA-R2B act: -1.4

Results for CCN1CCN(c2ccc(N3CCN(C(=O)c4ccc(Br)o4)CC3)nn2)CC1 ?
NSD2 HMT inh: 16.0; DAGLB inhibitor: 0.9; SR-BI HDL uptake: -4.1; Keap1-Nrf2 PPI: 2.2; RTF Ca sens inh: -7.5; SR-BI DiI-HDL act: 4.1; Arrestin-AP2 inh: -2.8; PvdQ inh: -1.3; LANA DNA inh: 2.4; PKA-R2B act: -14.2

How did COc1ccc(C(c2nnnn2CC2CCCO2)N2CCC(C(N)=O)CC2)cc1 (configuration not stated) do in these assays?
NSD2 HMT inh: 6.7; DAGLB inhibitor: 1.2; SR-BI HDL uptake: -13.4; Keap1-Nrf2 PPI: -0.4; RTF Ca sens inh: -15.1; SR-BI DiI-HDL act: 13.4; Arrestin-AP2 inh: -5.1; PvdQ inh: -9.9; LANA DNA inh: 0.1; PKA-R2B act: 2.9

How did Cn1nccc1NC(=O)Nc1cccc(Br)c1 do in these assays?
NSD2 HMT inh: -0.8; DAGLB inhibitor: 1.1; SR-BI HDL uptake: -7.0; Keap1-Nrf2 PPI: -4.4; RTF Ca sens inh: -4.4; SR-BI DiI-HDL act: 7.0; Arrestin-AP2 inh: 6.8; PvdQ inh: -2.4; LANA DNA inh: 0.7; PKA-R2B act: -3.6

Results for Cc1cccc(C)c1NC(=O)CN(C)C(=O)Cc1cccc(C(F)(F)F)c1 ?
DAGLB inhibitor: -2.3; Keap1-Nrf2 PPI: -2.5; RTF Ca sens inh: 8.3; Arrestin-AP2 inh: -0.3; PvdQ inh: -17.0; LANA DNA inh: 0.5; PKA-R2B act: -10.4

Results for Oc1ccccc1-c1cc(-c2ccc3c(c2)OCCO3)n[nH]1 ?
NSD2 HMT inh: 0.6; DAGLB inhibitor: -3.3; SR-BI HDL uptake: 77.7*; Keap1-Nrf2 PPI: 1.4; RTF Ca sens inh: 4.0; SR-BI DiI-HDL act: -77.7; Arrestin-AP2 inh: -0.1; PvdQ inh: 3.5; LANA DNA inh: 1.3; PKA-R2B act: -6.1

What do the screens show for `CCCOc1ccc(C2=NNC(=O)CC2)cc1`?
NSD2 HMT inh: 0.9; DAGLB inhibitor: -0.1; SR-BI HDL uptake: -4.1; Keap1-Nrf2 PPI: 1.3; RTF Ca sens inh: 7.6; SR-BI DiI-HDL act: 4.1; Arrestin-AP2 inh: 18.7; PvdQ inh: 0.7; LANA DNA inh: 1.6; PKA-R2B act: -18.8

How did C/C(=N\NC(=O)c1cc2ccccc2cc1O)c1ccc(C)o1 do in these assays?
NSD2 HMT inh: 1.9; DAGLB inhibitor: -4.0; SR-BI HDL uptake: 17.7; Keap1-Nrf2 PPI: -15.6; RTF Ca sens inh: -4.7; SR-BI DiI-HDL act: -17.7; Arrestin-AP2 inh: 18.6; PvdQ inh: -15.4; LANA DNA inh: 0.4; PKA-R2B act: -14.0

Results for Cc1nnc(C)n1N ?
NSD2 HMT inh: 0.1; DAGLB inhibitor: -0.1; SR-BI HDL uptake: -0.7; Keap1-Nrf2 PPI: -6.3; RTF Ca sens inh: 18.1*; SR-BI DiI-HDL act: 0.7; Arrestin-AP2 inh: 36.8; PvdQ inh: 2.2; LANA DNA inh: 0.5; PKA-R2B act: -4.7

How did N#Cc1c(N)nc2c(c1-c1ccccc1)CCCC2 do in these assays?
NSD2 HMT inh: -0.4; DAGLB inhibitor: -5.1; SR-BI HDL uptake: -0.9; Keap1-Nrf2 PPI: 1.3; RTF Ca sens inh: -1.3; SR-BI DiI-HDL act: 0.9; Arrestin-AP2 inh: 6.4; PvdQ inh: -8.7; LANA DNA inh: -2.3; PKA-R2B act: 6.4

What do the screens show for `CC(=O)c1cccc(NC(=O)c2ccc(S(=O)(=O)N3CC(C)OC(C)C3)cc2)c1` (configuration not stated)?
NSD2 HMT inh: -1.1; DAGLB inhibitor: -2.3; SR-BI HDL uptake: 34.5; Keap1-Nrf2 PPI: -1.1; RTF Ca sens inh: -1.9; SR-BI DiI-HDL act: -34.5; Arrestin-AP2 inh: 31.6; PvdQ inh: 4.7; LANA DNA inh: 0.9; PKA-R2B act: -4.1

How did O=C(c1ccc([N+](=O)[O-])cc1)N1CCOCC1 do in these assays?
NSD2 HMT inh: -6.0; DAGLB inhibitor: 0.7; SR-BI HDL uptake: -8.2; Keap1-Nrf2 PPI: 0.4; RTF Ca sens inh: -15.2; SR-BI DiI-HDL act: 8.2; Arrestin-AP2 inh: -5.3; PvdQ inh: 11.8; PKA-R2B act: 2.5

How did COc1ccc(C(=O)ON=C2CCN(c3ccc([N+](=O)[O-])cc3)CC2)cc1 do in these assays?
NSD2 HMT inh: 8.8; DAGLB inhibitor: -1.9; SR-BI HDL uptake: 8.7; Keap1-Nrf2 PPI: 0.9; RTF Ca sens inh: -11.0; SR-BI DiI-HDL act: -8.7; Arrestin-AP2 inh: 1.9; PvdQ inh: -3.3; LANA DNA inh: 0.5; PKA-R2B act: -8.6

What do the screens show for `CC(C)(C)N=C(NS(=O)(=O)c1cccs1)c1ccccc1`?
NSD2 HMT inh: 0.6; DAGLB inhibitor: 1.2; SR-BI HDL uptake: -2.7; Keap1-Nrf2 PPI: -0.2; RTF Ca sens inh: 1.9; SR-BI DiI-HDL act: 2.7; Arrestin-AP2 inh: -3.9; PvdQ inh: -16.6; LANA DNA inh: 2.4; PKA-R2B act: 3.1

Results for N#Cc1ccc(NC(=S)NC(=O)CCc2ccc(S(=O)(=O)N3CCOCC3)cc2)cc1 ?
NSD2 HMT inh: -0.1; DAGLB inhibitor: -2.0; Keap1-Nrf2 PPI: -2.4; RTF Ca sens inh: -1.8; Arrestin-AP2 inh: 7.4; PvdQ inh: 5.1; LANA DNA inh: -0.8; PKA-R2B act: -5.6
